# High-throughput results deposited in PubChem by several laboratories.
# OX1R antag: OX1R (human) antagonism | O43613 | OX1R-expressing cells, FRET antagonist read-out | inhibition, % at 6.6 µM | actives 1.8% (n = 330,000); in the data active = inhibition mostly above about 38%, no sharp cut-off; inactive = mostly below about 40%;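 also: 0% = agonist challenge alone and 100% = reference antagonist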
# STK33 kinase inh: human STK33 kinase inhibition; purified STK33, MBP phosphorylation, ADP-Glo luminescence; inhibition, % at 10 µM; Q9BYT3; actives 0.073% (n = 320,000); AID 2661;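 active = inhibition at or above 25%, using the most active replicate where run in duplicate; inactive = inhibition below 25%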
# KCNQ2 inh: KCNQ2 potassium channel inhibitors, primary screen, cell-based, CHO-K1, FluxOR thallium flux, B-score (AID 2156); B-score at 10 µM; actives 1.1% (n = 310,000); O88943; 20 min; stronger effect = lower value;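 active = fluorescence ratio B-score at most minus 3 library SDs, with starting brightness B-score within 2 library SDs, cut at about -5.5 in these data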
# Target sequence (O88943 whole entry, looked up): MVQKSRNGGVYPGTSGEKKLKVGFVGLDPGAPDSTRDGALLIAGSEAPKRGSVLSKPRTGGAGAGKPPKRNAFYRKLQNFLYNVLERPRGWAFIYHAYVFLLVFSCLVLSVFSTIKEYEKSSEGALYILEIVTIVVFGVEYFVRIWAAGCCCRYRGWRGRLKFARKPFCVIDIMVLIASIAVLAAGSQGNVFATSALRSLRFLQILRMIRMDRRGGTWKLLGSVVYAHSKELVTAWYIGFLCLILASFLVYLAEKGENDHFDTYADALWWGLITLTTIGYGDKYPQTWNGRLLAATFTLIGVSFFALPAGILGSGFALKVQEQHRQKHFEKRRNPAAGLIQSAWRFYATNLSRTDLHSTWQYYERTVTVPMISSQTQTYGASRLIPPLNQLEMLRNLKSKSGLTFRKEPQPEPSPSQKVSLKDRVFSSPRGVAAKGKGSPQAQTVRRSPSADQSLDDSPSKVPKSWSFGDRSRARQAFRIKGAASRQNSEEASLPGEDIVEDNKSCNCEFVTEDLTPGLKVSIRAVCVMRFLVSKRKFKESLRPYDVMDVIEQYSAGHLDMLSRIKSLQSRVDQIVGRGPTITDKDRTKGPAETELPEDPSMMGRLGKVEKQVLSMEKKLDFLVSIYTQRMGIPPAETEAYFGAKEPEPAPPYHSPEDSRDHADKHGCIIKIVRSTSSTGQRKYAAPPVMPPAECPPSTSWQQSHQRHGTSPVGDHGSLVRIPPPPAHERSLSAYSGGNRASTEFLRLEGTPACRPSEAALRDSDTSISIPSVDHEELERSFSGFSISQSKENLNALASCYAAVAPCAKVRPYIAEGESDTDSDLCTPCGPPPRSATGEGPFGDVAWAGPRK
# An asterisk follows results filed as active; i = inactive; x = no result given. An unsorted share of the library; 2.7% or so of the library scored in one or more.
canonical_smiles	OX1R antag	STK33 kinase inh	KCNQ2 inh
CCOC(=O)c1ccc(S(=O)(=O)N2CCN(C/C=C/c3ccccc3)CC2)cc1	2.0	-0.6	x
Cc1ccc(C)c(NC(=S)N2CCC(NC(=O)c3ccccc3)CC2)c1	6.0	-0.1	i
O=C(CN1C(=O)COc2ccccc21)N1CCc2ccccc2C1	12.2	-0.2	i
O=C(CCCC1=NS(=O)(=O)c2ccccc2N1)N1CCN(c2ccc([N+](=O)[O-])cc2)CC1	13.4	0.1	i
Cc1cc(N2CCN(c3ccccc3F)CC2)nc2cc(O)ccc12	29.7	-0.1	i
CN(CC(=O)Nc1ccccc1Cl)C(=O)C1CSC2(C)CCC(=O)N12 (stereo not given)	-1.9	-1.9	x
COc1ccc(CNC(=O)CCn2c(C)csc2=O)cc1	5.1	-1.2	x
COc1ccc(OCC(=O)N2CCc3c([nH]c4ccccc34)C2c2ccccn2)cc1 (stereo not given)	11.5	-0.9	i
O=C(COc1coc(CN2CCc3ccccc32)cc1=O)Nc1cccc(F)c1	13.2	-0.2	i
Cc1ccc(S(=O)(=O)c2cn(C)c3cc(N4CCOCC4)c(F)cc3c2=O)cc1	13.2	-5.2	i
CCOc1ccc(N(CC(=O)Nc2ccc(OC)cc2)C2=NC3CS(=O)(=O)CC3S2)cc1 (stereo not given)	12.4	-0.2	i
C=CCC(NCc1ccccc1)c1ccc(Cl)cc1 (stereo not given)	10.8	1.2	i
O=C(CSc1nncs1)NC(=O)Nc1ccc2c(c1)OCCO2	16.8	1.7	i
CCCCn1c(N)c(N(CCOC)C(=O)CSc2nnc(-c3ccncc3)n2CCC)c(=O)[nH]c1=O	4.4	-1.6	i
Cc1ccc(NC(=O)c2cc(S(=O)(=O)N3CCOCC3)ccc2F)c(C)c1	7.4	0.4	i
Cc1ccc(C(=O)N/C(=C\c2cccnc2)c2nc3ccccc3[nH]2)cc1	5.6	-1.4	i
CCN(CC(=O)Nc1c(F)cccc1F)C(=O)c1ccc2c(c1)S(=O)(=O)N=C1CCCCCN12	6.2	1.0	i
CC(C)[C@H](NC(N)=O)C(=O)NNC(=O)COc1cccc(C(F)(F)F)c1	13.2	-2.6	i
CCOC(=O)c1cnn2c(N)c(C#N)nnc12	22.9	-0.1	i
Cc1cc(Cl)nc(-n2nc(C)cc2C)n1	7.6	-0.6	i
CCOC(=O)c1[nH]c(=O)c2ccccc2c1O	12.4	-0.8	i
COC(=O)CCCn1c(C)cc(C(=O)CCl)c1C	22.7	-0.8	i
Cc1ccccc1CN1CCN(c2ccc(S(=O)(=O)N3CCCC3)cn2)CC1	1.7	-1.0	x
COc1ccc(C(=O)N/N=C2\CCS(=O)(=O)c3ccc(F)cc32)cc1OC	16.9	-2.5	i
Fc1ccc(C2c3[nH]c4ccccc4c3CCN2Cc2ccoc2)cc1 (stereo not given)	24.1	1.5	i
O=C(CN1C(=O)c2ccc([N+](=O)[O-])cc2C1=O)Nc1nccs1	22.2	0.2	i
COC(=O)c1cccc(NC(N)=S)c1	14.0	-0.2	i
COc1ccc(S(=O)(=O)CCC(=O)N2CCN(c3ccc(F)cc3)CC2)cc1	9.7	1.3	i
FC(F)Oc1ccc(C2=Nn3c(nnc3-c3ccccc3Cl)SC2)cc1OCC1CC1	13.4	-0.1	x
O=C(Cc1cccc([N+](=O)[O-])c1)Nc1cccc(C(=O)N2CCOCC2)c1	8.6	-1.3	x
NNC(=S)NCc1ccccc1	2.7	-0.4	i
O=C(NCCCn1ccnc1)c1cc(Cl)cc(Cl)c1	-0.1	0.2	i
CC1(C)CN(c2ccccc2)N(C(=O)c2ccc(F)cc2)C1=O	7.7	0.9	i
CCc1ccc(C2NC(=S)NC3=C2C(=O)N(c2ccccc2OC)C(c2ccc(CC)cc2)N3)cc1 (stereo not given)	-3.8	-0.5	i
O=C(NCCN1CCOCC1)c1cc(-c2cccc(Cl)c2)on1	0.3	-0.5	i
CC(Oc1ccccc1)C(=O)Nc1nnc(S(=O)(=O)Nc2ccccc2)s1 (stereo not given)	3.6	-0.6	i
COc1ccccc1CNC(=O)[C@H](NC(=O)C1CCN(C(=O)[C@@H](N)CCSC)CC1)C(C)C	2.8	-1.8	i
Cn1c(=O)c2c(nc(SCCCC#N)n2Cc2c(F)cccc2Cl)n(C)c1=O	12.5	-0.9	i
CNc1ccccc1C(=O)OCC(=O)Nc1ccc2c(c1)OCO2	7.0	-1.7	i
Cc1ccc(C(=O)CN2/C(=C(\O)c3ccccc3)C(=O)c3ccccc3S2(=O)=O)c(C)c1	23.8	-3.5	i
Cc1ccnc(NC(=O)C23CC4CC(CC(C4)C2)C3)c1	6.2	1.1	i
OCCN(Cc1ccccc1)Cc1ccc(C(F)(F)F)cc1	7.7	-0.5	i
COc1ccc(N2C(=O)NC(NC(=O)c3ccncc3)(C(F)(F)F)C2=O)cc1 (stereo not given)	-0.6	-1.9	i
COc1cccc(C(c2nnnn2CC2CCCO2)N2CCN(C(=O)c3ccco3)CC2)c1OC (stereo not given)	4.7	0.0	i
Cn1nnnc1SCC(=O)Nc1ccc(Oc2ccc(Cl)cc2)cc1	10.0	1.2	i
Cc1ccc(CC(=O)NC2CCCc3ccccc32)cc1C (stereo not given)	26.2	-0.9	i
O=C(COC(=O)c1cc(=O)[nH]c2ccccc12)NCc1ccc(Cl)cc1	6.4	-0.1	x
CN(CC1CCCCO1)C(=O)c1cc(COc2ccc(F)cc2Cl)on1 (stereo not given)	13.7	-0.8	i

# Profiles, looked up by structure. Values in the order: OX1R antag, STK33 kinase inh, KCNQ2 inh
# Listed for COc1cccc(C(c2nnnn2CC2CCCO2)N2CCN(C(=O)c3ccco3)CC2)c1OC (stereo not given) → 4.7, 0.0, i
# Listed for O=C(COC(=O)c1cc(=O)[nH]c2ccccc12)NCc1ccc(Cl)cc1 → 6.4, -0.1, x
# Listed for Cn1nnnc1SCC(=O)Nc1ccc(Oc2ccc(Cl)cc2)cc1 → 10.0, 1.2, i

# Additional entries.
canonical_smiles	OX1R antag	STK33 kinase inh	KCNQ2 inh
CCOC(=O)c1cnc2ccccc2c1Nc1ccc2c(c1)OCCO2	28.3	1.6	i
O=[N+]([O-])c1ccccc1N/N=C1\CC2CC=CC12 (stereo not given)	10.2	0.2	i
COc1ccc(C(=O)Nc2cc(OC)ccc2OC)cc1	27.4	-1.3	i
CS(=O)(=O)N(CC(=O)NCCSc1ccccn1)c1cccc2ccccc12	28.9	-1.6	i
CCn1c(C)cs/c1=N\S(=O)(=O)c1ccccc1	20.8	2.5	i
CCOc1cc(/C=N/NC(=O)c2cc3c(ccc4ccccc43)o2)ccc1O	x	-1.4	i
CCCN1C2=NCCN2c2ccccc21	2.1	-0.7	i
COc1ccc(N2CCN(CC(O)COc3cc(C)ccc3C)CC2)cc1 (stereo not given)	-8.8	-0.3	i
Cc1cc(=O)oc2cc(OCC(=O)Nc3cccnc3)ccc12	4.0	-0.4	x
CCOC(=O)CSc1nnc(-c2ccccc2)c(=O)[nH]1	17.4	-1.3	i
CCOC(=O)c1cnc2c(-c3ccccc3)cnn2c1N	35.2	-0.2	i
Cc1ccc(C(=O)Nc2ccc(OCc3ccccc3)cc2)cc1[N+](=O)[O-]	6.3	0.8	i

# Some of the entries so far, as labelled records.
> CCn1c(C)cs/c1=N\S(=O)(=O)c1ccccc1
  OX1R antag = 20.8 | STK33 kinase inh = 2.5 | KCNQ2 inh = i
> Cc1ccc(C(=O)CN2/C(=C(\O)c3ccccc3)C(=O)c3ccccc3S2(=O)=O)c(C)c1
  OX1R antag = 23.8 | STK33 kinase inh = -3.5 | KCNQ2 inh = i
> COC(=O)c1cccc(NC(N)=S)c1
  OX1R antag = 14.0 | STK33 kinase inh = -0.2 | KCNQ2 inh = i

# New compounds follow
canonical_smiles	OX1R antag	STK33 kinase inh	KCNQ2 inh
C[C@@H](C(=O)CC(=O)OC(C)(C)C)[C@@H](O)c1ccccc1	12.8	-2.0	i
COc1cccc2c1OCC([C@@H]1C[C@H]3CN(Cc4cccc(Cl)c4)C(=O)[C@]34CCCN14)=C2	7.1	-1.0	i
CC(NC(=O)c1ccccc1)C(=O)N/N=C/c1ccco1 (stereo not given)	13.0	-1.0	i
Cc1cccc(NC(=O)CSc2nnc(-c3ccc(S(=O)(=O)N4CCCC4)cc3)o2)c1	3.4	-0.2	i
O=C(Nc1ccccc1)c1cccc(C(F)(F)F)c1	15.1	0.3	i
CC(=O)c1c(C)[nH]c(C(=O)COc2ccc(C#N)cc2)c1C	17.6	-1.2	i
COc1ccc(CCn2ccc(O)c(Cc3c(F)cccc3Cl)c2=O)cc1OC	14.4	-0.6	i
Cc1ccc(-c2nc3ccccn3c2Nc2ccccc2)o1	13.2	-0.8	i
O=C(NCCN1CCOCC1)c1ccc2c(c1)N(Cc1ccccc1)C(=O)CS2	13.8	-0.3	i
Cc1ccc(N(Cc2cc3ccccc3[nH]c2=O)C(=O)c2cccs2)cc1C	8.9	x	i
CCOc1ccc(CCNC(=O)COC(=O)C2=NNC(=O)CC2)cc1OCC	10.9	-1.3	i
O=C(c1ccc(Cl)c(S(=O)(=O)N2CCCCC2)c1)N1CCCC1	24.0	-0.2	i
CCn1c(SCC(=O)NCc2ccccc2)nnc1-c1c[nH]c2ccccc12	20.2	x	i
CCN(CC)S(=O)(=O)c1cc(-c2nnc(-c3ccc(Br)cc3)o2)ccc1Cl	24.9	0.9	-6.08*
COc1ccc(OCCCC(=O)Nc2ncn[nH]2)cc1	3.1	-0.9	i
COC/C=C/C1=CC2=CC(=O)C(C)(OC(=O)C3CCCC3)C(=O)C2=CO1 (stereo not given)	19.2	0.0	i
CCc1ccc(Nc2nnc(SCC(=O)NC(=O)c3cccn3C)s2)cc1	35.0	-1.0	i
CC1CCCN1CC#CC(O)(c1ccccc1)c1ccccc1 (stereo not given)	21.1	7.4	i
C/C(=N\NC(=O)C1CCCC1)c1ccc(Cl)cc1	x	-2.0	i
CCOC(=O)c1cccc(P(=O)(C(C)(C)C)C(C)(C)C)c1	19.9	0.4	i
O=c1c2ccccc2nc(SCc2nnc(-c3ccccc3Br)o2)n1Cc1ccco1	19.6	-2.3	i
CCSc1oc(-c2cccs2)nc1S(=O)(=O)c1ccccc1	-0.1	-1.3	i
Cc1ccc(N2C(=O)c3cccc4c(N)ccc(c34)C2=O)c2cccnc12	2.3	-2.6	i
O=c1c2c(O)cc(O)cc2oc2ccc(O)c(O[C@@H]3O[C@H](CO)[C@@H](O)[C@H](O)[C@H]3O[C@H]3O[C@H](CO)[C@@H](O)[C@H](O)[C@H]3O)c12	12.8	4.1	x
COc1ccc(N(CC(=O)NCCSCc2cccc(Cl)c2)S(C)(=O)=O)cc1	-6.3	0.3	i
O=C(Nc1ccc2nccnc2c1)c1ccco1	19.0	1.8	i
CN(CCC1CCCCO1)C(=O)CCc1nnc(CCCCc2ccccc2)o1 (stereo not given)	11.4	0.1	i
COc1ccc(S(=O)(=O)NCCc2cn3nc(C)c(C)nc3n2)cc1F	16.3	-1.0	i
CC(C)C(=O)Nc1cccc(C(=O)NCc2ccc3c(c2)OCO3)c1	21.1	-1.3	i
COc1ccccc1-c1sc2cc3c(cc2c1C#Cc1ccccn1)OCO3	11.7	-1.3	x
CCOc1ccc2nc(NC(=O)CN3CCC(n4nnc5cc(F)ccc54)CC3)sc2c1	33.9	-1.0	i
CCn1c(O)c(/C=C2\C=Nc3ccccc32)sc1=Nc1ccc(C)cc1	18.4	-2.0	i
Cc1cccc(CC(=O)Nc2ccc(C(=O)N3CCCCC3)cc2)c1	12.4	-1.2	i
CCc1cccc(C)c1NC(=O)COC(=O)c1cc([N+](=O)[O-])ccc1N1CCOCC1	30.4	-0.5	i
CCc1ccc(CN2CCC(n3nccc3NC(=O)c3ccccc3)CC2)o1	0.8	2.8	i
O=C(CCn1cnc2ccccc2c1=O)Nc1ccc(S(=O)(=O)N2CCCC2)cc1	6.3	-1.0	i
OCCNc1nc2ccccc2n1-c1ccccc1	8.2	-0.9	i
Cc1ccc(S(=O)(=O)N(C)C)cc1NC(=O)CN1c2cccc3cccc(c23)S1(=O)=O	4.4	0.8	x
Cc1c(C(=O)O)sc(=S)n1-c1ccc(Cl)cc1	19.0	-0.9	i
CCN(CC)c1ccc(CNCc2cccs2)cc1	17.6	1.2	i
CC(c1ccon1)N(C)C(=O)CCc1nnc(Cc2ccc(-c3ccccc3)cc2)o1 (stereo not given)	15.2	-1.2	i
COc1ccc(CCN(C)C(=O)C(CCSC)NC(=O)c2ccco2)cc1OC (stereo not given)	1.4	-1.0	x
CC(C(=O)NCC1CCCO1)N(C(=O)c1snc(C(N)=O)c1N)c1ccccc1 (stereo not given)	8.8	0.2	i
CSC1=NCCN1C(=O)Cc1ccc(-c2ccccc2)cc1	7.5	-2.4	i
Cc1cc(NC2CCCCC2)nc(-c2ccccc2O)n1	35.6	0.7	i
O=C(NC1CCCN(Cc2ccc(Cl)cc2)C1)c1cccc(N2CCCC2=O)c1 (stereo not given)	-5.3	-0.3	i
Cc1ccc(C(=O)CC2(O)C(=O)N(C)c3ccccc32)s1 (stereo not given)	7.1	-0.8	i
CCOC(=O)CC1C(=O)NCCN1C(=O)c1ccc(Cl)cc1 (stereo not given)	1.7	-0.6	i
Cc1onc(-c2ccccc2)c1C(=O)N1CCN(c2ccccc2)CC1	-7.7	-0.8	i
